# Eya2 inh: qHTS Assay for Inhibitors of the Phosphatase Activity of Eya2 | Potency, µM (series often up to 76.9 µM), for inactives: at the highest dose activity, negative = inhibition, actives largely listed as inhibitors | recombinant Eya2, OMFP fluorescence dephosphorylation (OMFP is methylfluorescein phosphate) | 330,000 tested, 0.006% active; also: potency is read from the fitted curve at half-maximal effect; % is scaled to controls: 0 for no effect and ±100 for the full control effect
# Target sequence (O00167 whole entry, looked up): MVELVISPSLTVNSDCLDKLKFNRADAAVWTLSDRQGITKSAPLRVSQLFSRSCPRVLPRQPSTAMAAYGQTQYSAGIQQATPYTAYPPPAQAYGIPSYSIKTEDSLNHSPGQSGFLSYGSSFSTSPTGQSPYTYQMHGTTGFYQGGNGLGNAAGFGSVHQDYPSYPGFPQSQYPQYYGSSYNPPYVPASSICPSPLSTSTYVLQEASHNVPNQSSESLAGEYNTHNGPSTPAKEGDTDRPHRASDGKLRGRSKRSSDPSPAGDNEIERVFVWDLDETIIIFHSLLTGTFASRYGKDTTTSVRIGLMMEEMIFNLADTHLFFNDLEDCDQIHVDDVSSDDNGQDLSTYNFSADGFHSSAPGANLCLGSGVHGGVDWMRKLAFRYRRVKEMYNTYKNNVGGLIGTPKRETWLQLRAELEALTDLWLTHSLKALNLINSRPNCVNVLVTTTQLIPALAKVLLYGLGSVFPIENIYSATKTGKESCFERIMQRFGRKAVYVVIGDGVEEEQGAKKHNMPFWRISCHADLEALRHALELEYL
#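 Eya2 (0.2 uM) preincubated 10 min at ambient with compound, then OMFP substrate added at 50 uM; 10 min reaction in 50 mM HEPES pH 7.5, 50 mM NaCl, 5 uM MgCl2, 0.05% BSA, 1 mM DTT. Fluorescence read at Ex 485/Em 525 nm.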
# Integrin act MD: qHTS for Activators of Integrin-Mediated Alleviation for Muscular Dystrophy. alpha7betagal myoblasts, beta-gal FDG fluorescence, 48 h. Potency, µM (highest dose often 38.3 µM), inactives show at the highest dose activation, hits mostly activators. 350,000 tested, 0.064% active. AID 624291, 2012;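 also: potency is read from the fitted curve at half-maximal effect; 100% = response of the positive control SU9516; nearly all actives have a fitted effect of over 60% in size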
#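 alpha7betagal+/- myoblasts (passage 13, 250/well) treated 48 h at 37C with compounds at 1:260 dilution of DMSO stock. Lysed, then beta-galactosidase activity read as FDG fluorescence (ex 480/em 540) after 30 min, with pre-read for autofluorescence.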
# ASM inhibitor: Inhibitors of Secretory Acid Sphingomyelinase (S-ASM): qHTS; Sphingomyelin phosphodiesterase (Homo sapiens), P17405; placental ASM, HMU-PC fluorogenic substrate, 60 min; Potency, µM (highest dose often 57.5 µM), inactives show at the top dose activity change, negative = inhibition, most hits filed as inhibitors; 340,000 tested, 0.006% active; AID 504937, 2011; also: potency is read from the fitted curve at half-maximal effect
#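 Fluorogenic HMU-PC substrate (9 uM final) is turned over by placental ASM in 60 min at 37 C after a 10 min compound preincubation. Reaction ended by alkaline stop (pH 10), with fluorescence read at 386/447 nm.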
# ELG1 genotoxic: qHTS screen for small molecules that induce genotoxicity in human embryonic kidney (HEK293T) cells expressing luciferase-tagged ELG1; 330,000 tested, 1.3% active; Potency, µM (titrated, usually from 46 µM), inactives show at the highest dose activity change, positive = activation, usual class: activators; AID 504466, 2011; HEK293T ELG1-luciferase reporter, luminescence, 16 h; also: potency is read from the fitted curve at half-maximal effect; % of control where 0% means no effect; nearly all actives have a fitted effect of over 60% in size
#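 Reporter readout depends on ELG1 protein level, which increases with genetic stress. After 16 hr compound exposure at 37 °C, luciferase activity was quantified using ONE-Glo.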
# TSG101-PTAP inh: qHTS Assay for Iinhibitors of HIV-1 Budding by Blocking the Interaction of PTAP/TSG101. Tumor susceptibility gene 101 protein (Homo sapiens), Q99816. Fluorescence polarization, FITC-PTAP peptide / Tsg101 binding. Potency, µM (titrated, usually from 115 µM), for inactives: at the highest dose activity change, negative = inhibition, actives largely listed as inhibitors. 340,000 tested, under 10 active. AID 493005, 2010; active = well fitted inhibition curve with a large enough effect in the main read-out, with a control signal flat, not every such curve was filed as active; inconclusive = small, poorly fitted or top-dose-only effect, or effect the other way, or a change in a side signal; inactive = no such curve, though single readings can be large or run the other way; also: potency is read from the fitted curve at half-maximal effect; % of control where 0% means no effect
# Target sequence (Q99816 whole entry, looked up): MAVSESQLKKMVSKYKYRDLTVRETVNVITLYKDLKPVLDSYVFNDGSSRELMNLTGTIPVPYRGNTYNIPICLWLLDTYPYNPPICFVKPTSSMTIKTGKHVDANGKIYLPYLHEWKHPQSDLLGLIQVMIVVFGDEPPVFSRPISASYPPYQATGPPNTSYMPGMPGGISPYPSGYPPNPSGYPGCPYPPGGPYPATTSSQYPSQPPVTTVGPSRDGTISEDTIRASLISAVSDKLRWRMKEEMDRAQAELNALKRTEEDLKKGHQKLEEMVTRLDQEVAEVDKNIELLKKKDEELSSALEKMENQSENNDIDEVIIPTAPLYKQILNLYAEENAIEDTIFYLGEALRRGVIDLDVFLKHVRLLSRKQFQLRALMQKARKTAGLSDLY
#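 Fluorescence polarization binding of Tsg101 binding domain (10 uM final) to FITC-labeled PTAP peptide (50 nM final) in HEPES pH 7.5 buffer with NaCl, Tween 20, EDTA, TCEP. Compounds added before peptide; binding 20 min at RT.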
# uPA generation: qHTS for Inhibitors of Cell Surface uPA Generation. Potency, µM (top dose mostly 38.3 µM), for inactives: at the highest dose activity change, negative = inhibition, usual class: inhibitors. 330,000 tested, 0.31% active. cell surface uPA generation assay, qHTS; active = well fitted inhibition curve with a large enough effect; inconclusive = small, poorly fitted or top-dose-only effect; inactive = no such curve, though single readings can be large or run the other way; tested in mouse RAW 264.7 cells; also: potency is read from the fitted curve at half-maximal effect; % is scaled to controls: 0 for no effect and ±100 for the full control effect; nearly all actives have a fitted effect of over 55% in size
# B2AR arrestin: qHTS assay of beta-arrestin-biased ligands of beta2-adrenergic receptor; beta-arrestin recruitment to beta2AR, cell-based reporter; 330,000 tested, 0.02% active; Potency, µM (doses to about 46.1 µM), without a hit: at the highest dose activation, hits mostly activators;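 also: potency is read from the fitted curve at half-maximal effect; 0% = DMSO controls and full agonism = EC100 isoproterenol or metaproterenol; nearly all actives have a fitted effect of over 65% in size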
# TRPV1 agonist: HTS Assay for Compounds that Act as Agonists of the Vanilloid Receptor 1; Transient receptor potential cation channel subfamily V member 1 (Homo sapiens), Q8NER1; TRPV1-expressing cells, Fluo-8 calcium influx, agonist mode; activation, % at 8.33 µM; 320,000 tested, 0.19% active; AID 540275, 2011; in the data active = activation above about 80%; inconclusive = between about 30% and that limit; also: 0% is about no effect
#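 Cells expressing TRPV1 were dye-loaded with Fluo-8 and read kinetically: 10 s baseline, 3 min after compound (agonist portion), then 2 min after EC20 capsaicin (allosteric enhancer portion). Calcium-bound dye fluorescence at 480/520 nm.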
# p53 reactivation: qHTS assay for re-activators of p53 using a Luc reporter; H1299 p53-A138V BP100-luciferase reporter, luminescence, 24 h; Potency, µM (top dose mostly 92.2 µM), without a hit: at the highest dose activity change, positive = activation, actives largely listed as activators; 320,000 tested, 0.063% active; also: potency is read from the fitted curve at half-maximal effect; % of control where 0% means no effect; nearly all actives have a fitted effect of over 45% in size
#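 H1299 (p53-null), stable ts p53-A138V + BP100-Luc; 1000 cells/well, Opti-MEM/10% FBS; cpd 4 pt, 1:5; 24 h, 37 deg C, 5% CO2; detection reagent 10 min RT; luminescence.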
# BRCA1 expr up: qHTS Assay to Identify Small Molecule Activators of BRCA1 Expression; MCF7-BRCA1-FFLuc reporter, luminescence, 48 h; response scale: scaled: vehicle 0%, 10 µM genistein 100%; Potency, µM (doses to about 46.1 µM), for the others: at the highest dose activation, actives largely listed as activators; 380,000 tested, 1.1% active; also: potency is read from the fitted curve at half-maximal effect; nearly all actives have a fitted effect of over 80% in size; some results filed as inactive show a strong effect at the top dose
#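 MCF7-BRCA1-FFLuc cells, 2000/well in phenol-red-free MEM, attached 2 h then treated 48 h at 37 C. Luciferase luminescence read 15 min after reagent; normalized to genistein maximum activation (10microM) and DMSO, concentration-response fitted.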
# USP2a inh: qHTS Assay for Inhibitors of Ubiquitin-specific Protease USP2a Using CHOP2 as the Reporter; 330,000 tested, 0.01% active; Ubiquitin carboxyl-terminal hydrolase 2 (Homo sapiens), O75604; AID 463254, 2010; Potency, µM (highest dose often 38.3 µM), for the others: top-dose activity change, negative = inhibition, actives largely listed as inhibitors; USP2 core, Ub-CHOP2 coupled fluorogenic reporter, 485/531;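 also: potency is read from the fitted curve at half-maximal effect; plate controls were DMSO wells for no effect and full inhibition by NEM control for full effect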
#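 Cell-free coupled assay: 10nM USP2 core preincubated 30min RT with compound in Tris-HCl pH 8.0/CaCl2/CHAPS buffer, then 25nM Ub-CHOP2 and 25nM reporter substrate; fluorescence (Ex 485/Em 531) read after 60min RT, normalized to NEM inhibition, concentration-response curves fitted.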
# An asterisk follows results filed as active; i = inactive; ? = inconclusive; nt = not tested or not shown; & = joins results of further samples; [ ] = remark or other dose. Unless noted, calls follow the shape of the dose curve; as a rule, active = well fitted curve in the direction sought with a large enough effect; inconclusive = small, poorly fitted or top-dose-only effect, or another doubt; inactive = no such curve, though single readings can be large; an effect the other way counts as inactive or inconclusive.
SMILES,Eya2 inh,Integrin act MD,ASM inhibitor,ELG1 genotoxic,TSG101-PTAP inh,uPA generation,B2AR arrestin,TRPV1 agonist,p53 reactivation,BRCA1 expr up,USP2a inh
Cc1cccn2c(=O)c3cc(C(=O)NC(C)c4ccccc4)c(=N)n(CCCn4ccnc4)c3nc12 (centres undefined),-13%,-53%[inhibitor],i,-1%,0%,-3%,-0.3%,-2,-4%,18%,1%
Nc1c(C(=O)NC2CCCCC2)nsc1C(=O)OCC(=O)NC1CCCCC1,-2%,-12%,117%[activator],-9%,0%,-1%,-0.3%,8,?,-15%,-2%
Cc1nnc(SCC(=O)NCCOc2ccc(Cl)cc2)n1-c1ccccc1,-2%,-4%,1%,-12%,-6%,3%,0.7%,0,-5%,0%,1%
CCC(=O)N1c2ccc(S(=O)(=O)N3CCN(c4ccccc4Cl)CC3)cc2CC1C (centres undefined),-29%,17%,-3%,-4%,-7%,-15%,0.2%,6,?,-7%&-32%,-1%
Cc1nnc(NC(=O)c2ccccc2NC(=O)c2ccccc2)s1,-24%,9%,-2%,-4%,-5%,-21%,-0.9%,8,-2%,36%,3%
O=C(c1ccc(F)cc1)c1cnc(Nc2ccccc2)s1,2%,0%,146%[activator],?,-4%,-5%,0.1%,1,16%,2µM*,2%
CC(=O)C1=C(C)NC(SCC(N)=O)=C(C#N)C1c1ccco1 (centres undefined),-16%,17%,15%,1%,-1%,1%,-0.5%,-9,1%,4%,-6%
COCCCNC(=O)CS(=O)(=O)Cc1nc(-c2ccccc2C)oc1C,3%,-15%,3%,-2%,-1%,2%,-0.3%,-3,2%,-1%,1%
COc1ccccc1CNC(=O)CN1C(=O)c2cccc(N)c2C1=O,-3%,34%,215%[activator],?,-13%,nt,-0.4%,7,?,?,8%
Cc1c(O)ccc2c(CN3CCN(C/C=C/c4ccccc4)CC3)cc(=O)oc12,2%,-28%,i,-2%,-11%,2%,0.4%,5,-11%,-61%,3%
CC(C)(C)C(=O)NC1(C(F)(F)F)NC(=O)N(c2ccc(F)cc2)C1=O (centres undefined),4%,3%,0%,0%,0%,8%,-0.2%,3,-4%,-13%&6%,8%
Cc1cc(C)cc(NC(=O)Cn2nnc(C(=O)NCc3cccs3)c2N)c1,4%,-28%,0%,7%,0%,-3%,0.2%,1,7%,-20%,0%
O=C(Nc1ccc(S(=O)(=O)N2CCOCC2)cc1)c1ccc2ncsc2c1,2%,-24%,9%,?,-3%,4%,0.1%,?,7%,92%,-1%
COc1ccc(C(C)=O)cc1COC(=O)c1ccc2c(c1)OCCO2,3%,6%,-2%,1%,-4%,2%,0.2%,7,-4%,4%,-2%
C=CCN1C(=O)C(CC(=O)NCC)SC1=Nc1ccccc1CC (centres undefined),4%,1%,6%,-1%,-2%,-3%,-0.5%,13,-6%,-9%,0%
O=C(c1nc2ccc(Cl)cn2c1CN1CCCC1)N1CCc2ccccc2C1,-4%,-9%,1%,-2%,-16%,1%,0.5%,3,3%,-2%,3%
CC1CCN(S(=O)(=O)c2ccc(S(=O)(=O)NCC(=O)C(C)(C)C)cc2)CC1,5%,22%,-1%,3%,-5%,4%,-0.2%,3,-2%,12%,3%
CC(C)(C)c1ccc(C(=O)N2CCC(C(=O)N3CCCCC3)CC2)cc1,-1%,5%,-1%,-1%,-1%,3%,-0.3%,8,0%,56%,-1%
COc1ccc(C(=O)Nc2ccc(Cl)c(Cl)c2)c(OC)n1,-26%,-12%,-1%,?,-5%,-3%,-0.3%,27,?,27%,-1%
CC(=O)Sc1nc(-c2ccccc2)[nH]c1S(=O)(=O)c1ccc(C)cc1,5%,-2%,-1%,-4%,0%,3%,4.6%,-1,3%,-4%,2%
COc1ccccc1C(=O)NC(CCSC)C(=O)NCCCSc1ccccc1 (centres undefined),-8%,-10%,0%,-13%,0%,3%,-0.6%,-6,-7%,-7%,-11%
Cc1ccc(Cl)cc1N1CCN(S(=O)(=O)c2c(C)[nH]c(C)c2C(=O)N2CCCCC2)CC1,-2%,21%,-10%,-3%,1%,-12%,0.4%,8,-11%,-19%,-5%
O=C(NN1CC(C(=O)OCc2ccc(Cl)cc2Cl)CC1=O)c1ccccc1 (centres undefined),1%,-17%,-1%,2%,1%,?,0.0%,-2,-3%,-2%,4%
CC(C)(C)SCCNC(=O)CSCc1ccc([N+](=O)[O-])cc1,-5%,13%,-2%,0%,2%,3%,0.2%,?,2%,0%,-2%
COc1ccc(C(=O)CCS(=O)(=O)c2ccc(C)cc2)cc1,10%,-18%,-2%,1%,-2%,-4%,-1.0%,10,-39%[inhibitor],-22%,0%
O=C1NC(=S)N/C1=C/c1cccnc1,-8%,11%,2%,-9%,-3%,8%,0.0%,2,-2%,5%,16%
Cc1nc2ccccc2c(=O)n1NC(=O)c1ccccc1,8%,25%,6%,-6%,0%,-4%,-0.1%,1,nt,0%,2%
COc1cccc(OC)c1OCCN1CCN(C(=O)c2ccco2)CC1,-6%,0%,-2%,-1%,-2%,0%,-0.5%,-3,-1%,21%,-2%
COc1ccc(CCNC(=O)CNC(=O)c2nn(-c3ccc(OC)c(OC)c3)c(=O)c3ccccc23)cc1OC,0%,6%,0%,-13%,-4%,0%,0.5%,-3,-9%,-26%,2%
COc1cc(C(=O)Nc2ccc(-n3cnnn3)c(C)c2)cc(OC)c1OC,-14%,4%,5%,9%,-2%,-11%,-0.1%,?,-4%,15%,0%
NC(=O)C(=O)N/N=C1\CCc2ccccc21,-8%,-8%,2%,?,-7%,1%,0.2%,-2,9%,17%,0%
Cn1c(=O)n(CCc2ccccc2)c(=O)c2c1ncn2Cc1ccccc1,2%,0%,-3%,-22%,-5%,-8%,0.1%,-19,-12%,-73%,-1%
CSc1nc(N)nc(SCC(=O)CC(=O)OC(C)C)c1C#N,9%,-3%[7.66 µM],1%,2%,-2%,1%,0.0%,0,-4%,0%,0%
COc1ccc(NC(=O)c2cccc(NS(=O)(=O)c3ccccc3)c2)cc1,-8%,?,-5%,-5%,1%,24%,0.4%,?,nt,-13%,0%
CC(O)[C@H]1CNCCN1CC1(c2ccccc2)CC1 (some centres undefined),-39%,-2%,2%,-2%,0%,4%,-0.6%,-1,-7%,4%,3%
COc1cccc(NC(=O)C(=S)NC2CCCCC2)c1,-14%,6%,-1%,?,-2%,2%,-0.3%,14,24%,?,0%
CCOC(=O)Cc1cn2c(=O)cc(CSCC(=O)Nc3ccc(C)c(C)c3)nc2s1,-8%,1%,2%,-5%,-9%,5%,-0.3%,-2,10%,-8%,2%
Cc1ccc(NS(=O)(=O)c2cccc(C(=O)N3CCN(C(=O)c4ccco4)CC3)c2)cc1,-10%,10%,0%,0%,-5%,1%,0.2%,1,-10%,-21%,0%
CC(C)N=C(NC#N)SCC(=O)NC(C)(C)C,1%,4%,-1%,0%,-6%,4%,0.2%,3,0%,-15%,4%
CC(=O)N(C)c1ccc(C=C2C=Cc3ccccc32)cc1,nt,-50%[inhibitor],-1%,nt,1%,-12%,nt,nt,nt,4%,nt
Cc1ccc(/C=N/N=C/c2ccc(C)cc2)cc1,-9%,-4%,4%,21µM*,-1%,1%,0.0%,-2,29%,?,3%
c1cncc(-c2nc(N3CCOCC3)c3c4c(sc3n2)CCC4)c1,-17%,4%,232%[activator],0%,1%,2%,0.0%,10,-4%,-47%,0%
Cc1csc(SCC(=O)NCc2ccccc2Cl)n1,9%,-27%,2%,18%,-2%,nt,0.5%,3,10%,52%,0%

# Compound activity from PubChem.

# Outcome played no part in choosing rows; 2.6% or so of the library scored in one or more.
